CHRM4 agonist: CHRM4 agonism in calcium assay; CHO-K1 hM4/Gqi5, Fluo-8 calcium fluorescence; vehicle 0%, full acetylcholine response 100%; activation, % at 3 µM; 0.14% of 360,000 active; AID 624127;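 active = activation above the run mean over all test wells plus 3 SD, cut at about 32% in these data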;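 also: peak over basal fluorescence ratio per well then scaled between controls; 0% = DMSO wells and 100% = acetylcholine at EC100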
CHRM1 antagonist: blocks human M1 muscarinic receptor; P11229; CHO-K1 hM1, Fluo-8 calcium fluorescence, ACh EC80 antagonist; inhibition, % at 3 µM; 1.3% of 360,000 active; AID 588852;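 active = percent inhibition above its own plate's cutoff, namely the mean of that plate's compound wells plus 3 SD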;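 also: peak over basal fluorescence ratio during 140 s after agonist addition; 0% = ACh EC80 plus DMSO and 100% = DMSO alone without agonist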
Target sequence (P11229 whole entry, looked up): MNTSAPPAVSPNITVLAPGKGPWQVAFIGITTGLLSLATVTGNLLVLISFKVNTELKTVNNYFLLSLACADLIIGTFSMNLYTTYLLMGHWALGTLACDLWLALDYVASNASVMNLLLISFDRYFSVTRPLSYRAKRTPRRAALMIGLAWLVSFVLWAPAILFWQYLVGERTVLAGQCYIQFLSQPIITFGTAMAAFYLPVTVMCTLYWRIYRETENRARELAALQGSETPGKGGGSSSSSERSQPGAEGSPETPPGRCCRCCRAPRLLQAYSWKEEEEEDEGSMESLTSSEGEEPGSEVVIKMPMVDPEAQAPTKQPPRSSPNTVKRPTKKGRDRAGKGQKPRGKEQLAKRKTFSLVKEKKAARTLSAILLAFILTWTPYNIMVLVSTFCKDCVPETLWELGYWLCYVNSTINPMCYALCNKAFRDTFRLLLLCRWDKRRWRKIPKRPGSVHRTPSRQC
M1 ag: activates human CHRM1 receptor. activation, % at 3 µM. CHO-K1 hM1, Fluo-8 calcium fluorescence, agonist mode; 0% DMSO, 100% acetylcholine EC100. 0.33% of 360,000 active;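 active = activation above the run's mean compound activation plus 3 SD, cut at about 16% in these data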;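 also: peak over basal fluorescence ratio within a 140 s kinetic read after compound addition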
CHO-K1 Ca antag: counter-screen for M1 antagonists: effect in parental CHO-K1 cells. ATP-induced calcium, Fluo-8 fluorescence. AID 602250. inhibition, % at 3 µM. 0.6% of 360,000 active;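 active = inhibition above a per-plate cutoff, the plate's mean sample inhibition plus 3 SD, cut at about 24% in these data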;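 also: 0% = DMSO plus EC80 ATP and 100% = DMSO alone without ATP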
OXTR potentiator: potentiates the human oxytocin receptor response | P30559 | CHO-OTR cells, Fluo-8 calcium fluorescence, potentiator mode; 0% = oxytocin EC15, 100% = EC100 | activation, % at 3 µM | 0.061% of 320,000 active;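 active = activation above that plate's cutoff, the mean activation of tested compounds plus 3 SD, cut at about 6.6% in these data, passing the limit was not always enough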;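 also: 100% uses oxytocin at 75 nM as the full agonist control; some results filed as inactive read as strong as hits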
Target sequence (P30559 whole entry, looked up): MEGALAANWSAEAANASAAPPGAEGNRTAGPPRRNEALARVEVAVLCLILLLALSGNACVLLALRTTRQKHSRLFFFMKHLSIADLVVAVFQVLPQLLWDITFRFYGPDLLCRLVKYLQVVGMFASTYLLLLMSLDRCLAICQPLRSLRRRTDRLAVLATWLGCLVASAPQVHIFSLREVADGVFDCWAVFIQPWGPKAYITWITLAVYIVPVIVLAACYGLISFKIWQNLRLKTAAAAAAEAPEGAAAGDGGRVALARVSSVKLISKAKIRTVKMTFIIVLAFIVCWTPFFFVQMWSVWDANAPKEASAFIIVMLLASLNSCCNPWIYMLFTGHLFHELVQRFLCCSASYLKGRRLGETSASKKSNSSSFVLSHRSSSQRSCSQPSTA
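Measured by – Fluo-8 calcium dye fluorescence · Test system – human OTR in CHO cells · Dosing – one concentration, 3.0 µM compound · Controls – EC15 oxytocin alone as 0%, 75 nM oxytocin as 100% · Evaluation – normalized max/min fluorescence ratio, % activation · Timing – 6 min pre-incubation, 100 s read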
CHRM1 PAM: potentiates human M1 receptor response to acetylcholine | CHO-K1 hM1, Fluo-8 calcium fluorescence, ACh EC20; 0% = ACh EC20, 100% = maximal ACh | AID 588819 | 0.088% of 360,000 active | P11229 | activation, % at 3 µM; in the data active = activation above about 19%, passing the limit was not always enough
CHO-K1 Ca ag: nonselective activator or artifact in parental CHO-K1 cells. activation, % at 3 µM. Fluo-8 calcium fluorescence; scaled to maximal ATP response, vehicle zero. 0.48% of 360,000 active; in the data active = activation above about 15%;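 also: untransfected CHO-K1 host cells lacking M1 receptor as counterscreen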
M4 antag: CHRM4 antagonism in calcium assay; AID 624125; inhibition, % at 3 µM; CHO-hM4 cells, ACh EC80, Fluo-8 calcium fluorescence; P08173; 0.73% of 360,000 active;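 active = inhibition above its plate's cutoff, the mean inhibition of sample wells plus 3 SD, cut at about 27% in these data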;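 also: 0% = acetylcholine EC80 with DMSO and 100% = DMSO without agonist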
CHO parental Ca: counter-screen: ATP calcium response change in parental CHO cells. AID 463079. inhibition, % at 5.6 µM. 0.63% of 330,000 active. parental CHO-K1, ATP-induced calcium, Fluo-8 fluorescence;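 active = inhibition above that plate's mean sample inhibition plus 3 SD, cut at about 26% in these data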;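 also: 0% = ATP-challenged DMSO wells and 100% = DMSO wells without ATP; some compounds past the cut are filed as inactive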
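Assay system: parental CHO cells; Read-out basis: percent inhibition of ATP-evoked calcium rise, normalized to controls; Benchmarks: ATP and no-ATP DMSO wells; Compound dosing: single nominal dose of 5.6 µM per compound; Signal: Fluo-8 calcium dye fluorescence; Also added: ATP as calcium-mobilizing challenge; Repeats: singlicate.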
Numbers without * were called inactive; x = no result given.

SMILES	CHRM4 agonist	CHRM1 antagonist	M1 ag	CHO-K1 Ca antag	OXTR potentiator	CHRM1 PAM	CHO-K1 Ca ag	M4 antag	CHO parental Ca
CCC/C(O)=C1\C(=O)CC(c2ccccc2)CC1=NCCc1c(C)[nH]c2ccccc12 (stereo not given)	0.0	1.2	-5.5	-2.7	-4.8	-1.7	-0.3	-30.9	-5.0
COC(=O)c1sc(N2CCN(c3ccc(Cl)cc3)CC2)nc1N	10.7	-2.2	-4.2	5.1	-10.6	-0.8	3.9	-9.2	43.7*
COc1ccccc1C(CNC(=O)CN(C)S(=O)(=O)c1ccc(C)cc1)N1CCCC1 (stereo not given)	0.3	22.5	-8.7	-4.1	-7.1	-13.8	-0.7	9.4	-24.8
CCCCn1nnnc1C(c1cc2ccccc2o1)N1CCN(C/C=C/c2ccccc2)CC1 (stereo not given)	-0.7	55.6*	-5.5	-7.7	x	-25.2	0.6	-13.7	x
COc1ccc(C(=O)Nc2cc(C(=O)c3ccccc3)c(C)oc2=O)cc1	3.0	-1.1	0.7	-9.2	4.1	7.7	0.9	9.3	-11.4
Cc1nc2cc(C(=O)O)ccc2s1	0.3	-4.1	-2.5	-4.7	2.9	13.0	-0.5	6.2	-1.8
CC(C)OCCCN1CN(S(=O)(=O)c2ccc(Cl)cc2)c2nc3ccccc3nc21	0.2	-11.4	-0.4	-11.0	-6.1	8.5	0.4	-1.3	-31.9
Cc1ccc(NS(=O)(=O)Cc2ccccc2)nc1	1.6	-5.8	-7.5	1.2	-8.9	9.1	0.7	-1.0	-5.6
CC1(c2nnc(-c3ccccc3)o2)CC(c2cccc(Cl)c2)=NO1 (stereo not given)	1.9	1.6	-5.9	-15.7	-8.9	-1.2	0.2	0.4	-3.6
COc1ccc(C(=O)/C=C/Nc2ccc([N+](=O)[O-])cc2C)cc1OC	-0.2	-11.2	-1.0	-10.8	-8.4	9.4	0.7	6.3	-10.8
c1ccc(-c2nnc(CSc3ccc4c(c3)OCCO4)o2)cc1	3.2	-9.0	-3.6	-11.0	-6.1	3.8	5.0	-3.2	-23.5
O=C(NCc1ccc(F)cc1)C1CCC(CNc2c(N3CCOCC3)c(=O)c2=O)CC1 (stereo not given)	-0.4	-9.6	-3.4	-5.2	-2.9	4.1	0.1	-1.6	-15.6
CCc1nc2c(sc3nc4c(cc32)COC(C)(C)C4)c(=O)n1Cc1ccco1	4.7	-16.0	-1.8	-11.5	-5.4	-1.3	1.5	-6.3	-16.6
O=C(CN1CCOCC1)Nc1ccc([N+](=O)[O-])cc1Br	1.3	-9.3	-2.6	-5.2	-6.6	7.0	-0.3	-1.5	-6.7
O=C(c1cnn(C(=O)COc2ccccc2F)c1)c1cc(F)ccc1O	1.6	-5.5	1.9	-4.1	-5.7	21.0	-0.3	6.5	9.4
COc1ccc(NC(=O)c2cccs2)cc1O	0.4	-13.3	-2.8	-0.6	-11.1	1.5	0.0	2.5	-8.5
O=C(O)c1ccc[n+](Cc2ccc([N+](=O)[O-])cc2)c1	0.3	-11.7	-3.7	-1.7	1.6	11.1	0.7	7.4	-7.1
COc1ccc(C(=O)Nc2ccc(Cl)cn2)cc1Cl	0.9	6.7	-10.3	-16.4	-5.8	-3.9	-0.8	2.5	-21.1
Cc1ccc(NC(=O)CSCC(=O)NC2CCCCC2)cc1	-0.8	-14.9	-9.6	-7.3	-2.5	7.6	-0.4	-33.8	-21.2
Cc1nnnn1/C(=C\c1ccccc1)C(=O)OCC(=O)Nc1cccc(S(=O)(=O)N(C)C)c1	10.9	11.1	-1.6	-2.5	-10.4	-8.1	8.5	18.2	0.3
O=C(OCC(=O)N1CCc2ccccc21)c1ccc([N+](=O)[O-])o1	0.7	-6.8	-6.0	-3.2	-2.0	6.0	0.0	1.7	-2.4
CCSc1nsc(NC(=O)Nc2ccccc2OC)n1	6.2	-7.6	0.9	-2.2	-11.9	2.9	2.2	-3.7	-18.1
CC(C)n1nc(C(=O)Nc2ccccc2N2CCOCC2)c2ccccc2c1=O	1.1	0.7	-4.2	-11.0	-3.7	6.8	0.7	-4.4	-23.8
CCc1nnc(NC(=O)CSc2nnc(-c3cccnc3)n2CC)s1	0.9	-10.2	-5.6	-12.3	-4.9	4.4	0.6	-3.7	-6.7
CC(=O)Nc1ccc(S(=O)(=O)N[C@@H](C)C(=O)OCC(=O)c2ccc[nH]2)cc1	0.2	-7.8	-1.0	-13.1	-0.8	4.4	0.5	-3.0	6.2

The closing 3 compounds of the section before lead into the next:
SMILES	CHRM4 agonist	CHRM1 antagonist	M1 ag	CHO-K1 Ca antag	OXTR potentiator	CHRM1 PAM	CHO-K1 Ca ag	M4 antag	CHO parental Ca
CC(C)n1nc(C(=O)Nc2ccccc2N2CCOCC2)c2ccccc2c1=O	1.1	0.7	-4.2	-11.0	-3.7	6.8	0.7	-4.4	-23.8
CCc1nnc(NC(=O)CSc2nnc(-c3cccnc3)n2CC)s1	0.9	-10.2	-5.6	-12.3	-4.9	4.4	0.6	-3.7	-6.7
CC(=O)Nc1ccc(S(=O)(=O)N[C@@H](C)C(=O)OCC(=O)c2ccc[nH]2)cc1	0.2	-7.8	-1.0	-13.1	-0.8	4.4	0.5	-3.0	6.2
c1ccc(OCCCN2CCCC2)cc1	-0.3	-2.3	-7.5	-5.0	3.5	-0.8	1.2	5.5	-3.3
COc1ccc(-n2nc3c(c2NC(=O)CBr)CSC3)cc1	-0.1	1.3	-3.0	-2.3	0.1	2.2	-0.5	-11.6	-6.0
CN(C)CCNC(=O)/C(=N\O)c1ccccn1	0.2	-3.2	-6.6	9.1	-4.9	8.6	0.3	-5.8	8.9
OCC1(CCCc2ccccc2)CCN(C2CCSCC2)CC1	1.8	14.5	-13.5	20.1	-5.8	-18.6	-0.6	-17.6	-9.4
CSCCC(N=C1NS(=O)(=O)c2ccccc21)C(=O)NCCc1ccccc1 (stereo not given)	3.4	5.0	0.8	-8.3	-5.6	3.0	1.4	-9.3	-12.1
Oc1ccc(-c2nc3c4c(ncn3n2)-c2ccccc2CC42CCCC2)cc1	1.2	-2.5	-2.5	-3.0	-6.7	-0.6	0.2	0.6	5.0
CCOC(=O)N1CCN(C(=O)C2CCN(C(=O)c3cc(OC)cc(OC)c3)CC2)CC1	1.0	-7.0	-8.7	-8.0	-0.5	9.2	1.2	-1.6	-0.3
Cc1cc(C(=O)Nc2nc3c(C)cccc3s2)c(C)o1	-0.4	-1.4	-5.4	-8.2	-1.7	-1.6	0.7	2.2	-0.2
COC(=O)C1CCN(C(=O)c2ccc(NC(C)=O)cc2)CC1	1.6	-7.3	-6.8	2.3	2.7	11.9	0.1	13.2	-10.2
O=C1CCC(C(=O)N2CCCCCC2)CN1CCc1ccc(Cl)cc1 (stereo not given)	1.0	-2.4	-3.7	-8.1	11.9	-0.1	1.8	6.3	-12.7
CC1=C(C(=O)Nc2cccc(C(=O)NC(C)C)c2)SCCO1	1.6	-4.6	-1.3	-2.8	-3.5	5.3	0.0	-4.2	-14.8
c1ccc(-c2nc(-c3ccc(-c4ccon4)s3)no2)cc1	0.4	-5.8	-4.3	-4.8	-1.0	5.2	0.2	1.6	-0.2
CC1(C)CC(=O)C2=C(C1)N(Cc1ccco1)C(=O)NC2(C(F)(F)F)C(F)(F)F	1.0	-23.8	-5.3	-25.4	-5.0	3.6	1.1	5.3	-1.6
Oc1ccc(/C=N/N(Cc2ccccc2)c2ccccc2)c(O)c1O	-0.7	8.6	-4.3	-9.6	x	2.4	0.3	5.2	x
CC(=Nc1ccc(C)cc1C)c1sc2ccccc2c1O	-0.7	-0.6	-13.0	-8.2	-20.4	-5.3	0.9	-9.7	-8.2
Cc1cccc(C(=O)NCC(=O)N2CCN(S(=O)(=O)c3cc(C)ccc3C)CC2)c1	6.8	-8.2	-2.8	8.2	0.2	4.4	1.1	-18.5	-19.9
CC1(C)CC(=O)C(Sc2ccccc2C(=O)O)=C(O)C1	0.5	7.3	-0.2	23.4	-5.7	-5.0	-0.2	-15.1	0.1
CC(=O)NCCc1nc2ccccc2n1Cc1cc(C)ccc1C	0.2	17.1	-4.1	-6.8	-1.3	-5.5	0.2	15.3	-8.4
CCOc1ccc2c(c1)-c1c(ssc1=S)C(C)(C)N2C	-2.2	-20.8	-6.0	-6.3	-9.5	2.4	-0.5	-9.5	-15.6
O=C(O)CCC(=O)Nc1sc2c(c1C(=O)Nc1cccc3ccccc13)CCCCC2	0.9	10.5	-0.8	-4.1	2.5	4.3	0.2	1.2	-8.5
O=C(N[C@H](CO)Cc1ccccc1)c1ccco1	0.9	4.8	-3.3	-14.4	1.1	0.8	0.8	-1.0	-11.4
COC(=O)c1ccccc1S(=O)(=O)N1CCC(C(=O)OCc2cccc(OC)c2OC)CC1	11.6	-10.6	1.6	4.2	-14.9	2.1	3.5	-4.7	-7.9
CCOC(=O)c1ccc(-c2ccc(CO)o2)cc1	-0.1	-8.8	-1.9	7.6	-6.9	7.1	0.1	16.4	0.9
C(=C\c1ccccc1)/CN1CCN(C(c2ccccc2)c2nnnn2C2CCCCC2)CC1 (stereo not given)	-0.5	43.3*	-6.3	-9.5	x	-26.1	0.1	8.1	x
COc1ccc(Cc2noc(CN(C)Cc3cccc(-n4cccn4)c3)n2)cc1OC	7.3	-15.3	-2.1	-19.9	-9.7	10.8	3.6	-16.8	-16.1
Additional compounds:
SMILES	CHRM4 agonist	CHRM1 antagonist	M1 ag	CHO-K1 Ca antag	OXTR potentiator	CHRM1 PAM	CHO-K1 Ca ag	M4 antag	CHO parental Ca
O=C(Nc1ccc(Cl)c(S(=O)(=O)N2CCOCC2)c1)c1cc(-c2ccccn2)nc2ccccc12	20.4	25.1	-1.0	-2.0	-23.8	-8.5	7.6	9.7	-0.6
O=[N+]([O-])c1cccc(-c2ccc(/C=N/NC(=S)NCc3ccco3)o2)c1	0.7	-1.2	-3.7	0.7	-11.6	3.2	1.9	3.1	-10.5
O=C(Nc1ccc2c3c(cccc13)CC2)c1cccc([N+](=O)[O-])c1	0.7	-3.0	-5.2	-5.2	-13.1	0.8	0.0	-2.4	-8.8
Cn1c(COc2cccc3cccnc23)nnc1SCC(=O)O	0.4	-11.3	-3.1	-20.6	-9.1	8.9	1.2	-6.3	1.5
CCOc1ccc(N(CC)S(=O)(=O)c2ccc3c(c2)n(C)c(=O)c(=O)n3C)cc1	-0.2	-12.6	-0.1	3.8	-2.7	14.7	0.3	-14.9	7.7
O=C(NNc1ccccc1Br)C(O)(c1cccc(C(F)(F)F)c1)c1cccc(C(F)(F)F)c1	3.8	35.9*	-9.2	6.1	-10.4	-22.4	5.0	10.7	4.2
COc1ccc(OC)c(NC(=O)CSc2nnnn2-c2ccccc2F)c1	4.5	-5.3	-1.2	-11.4	-25.6	6.5	5.1	2.0	-20.0
COc1cccc(/C=C/C(=O)OCC(=O)N2CCN(c3ccccc3)CC2)c1	2.9	-2.4	-3.4	-10.8	-3.7	1.8	1.8	5.3	-7.1
O=C(Nc1ccccc1C(=O)OCC(=O)c1c[nH]c2ccccc12)c1ccco1	17.1	5.5	-3.4	-5.7	-12.0	2.5	4.0	20.4	-0.8
COc1ccc(C(=O)Nc2sc3c(c2C(=O)O)CC(C)(C)OC3)cc1	0.5	-5.7	-3.7	-2.8	3.4	8.2	1.9	-1.4	8.8

From PubChem BioAssay
